Peg3 prom inh = Peg3 promoter-driven luciferase inhibitors, primary screen, cell-based, HeLa, luciferase luminescence. HeLa PEG-Prom luciferase reporter, overnight. inhibition, % at 20 µM. hit rate 1.7% among 360,000;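 active = inhibition of at least 50% at 20 µM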
hiPSC survival = enhancers of single-cell hiPSC survival, primary screen, ATPlite luminescence | hit rate 0.044% among 360,000 | AID 602274, 2012 | 100% = ROCK inhibitor wells, 0% = DMSO | survival enhancement, % at 20 µM; in the data active = survival enhancement above about 18%;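 also: cells exposed to compounds for 16 hours before the ATP read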
NR2E3 ag-1 = inhibitors of NR2E3-RetCOR corepressor binding, primary screen, NR2E3 agonist project, biochemical, TR-FRET, GST-NR2E3, biotin-RetCOR; 1536-well; hit rate 0.12% among 320,000; Photoreceptor-specific nuclear receptor (Homo sapiens), Q9Y5X4; inhibition of corepressor binding, % at 4.78 µM; AID 2300, 2010;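 active = percent inhibition above the cutoff of mean plus 3 SD of all tested compounds, set per screening campaign, cut at about 20% in these data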;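 also: 0% = DMSO wells and 100% = biotin wells as full block of FRET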
Target sequence (Q9Y5X4 whole entry, looked up): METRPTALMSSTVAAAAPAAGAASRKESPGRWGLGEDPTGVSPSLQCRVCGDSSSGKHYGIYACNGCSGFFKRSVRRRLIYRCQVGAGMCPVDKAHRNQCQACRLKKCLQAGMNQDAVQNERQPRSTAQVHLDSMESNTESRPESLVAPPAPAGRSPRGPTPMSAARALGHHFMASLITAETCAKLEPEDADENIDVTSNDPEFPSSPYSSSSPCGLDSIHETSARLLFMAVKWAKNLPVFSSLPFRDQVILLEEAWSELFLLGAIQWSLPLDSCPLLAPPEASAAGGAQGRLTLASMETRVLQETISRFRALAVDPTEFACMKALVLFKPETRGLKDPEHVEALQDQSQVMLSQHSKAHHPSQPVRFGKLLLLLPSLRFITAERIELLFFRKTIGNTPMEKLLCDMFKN
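Test system: GST-NR2E3 and biotin-RetCOR proteins | Quantity: 1.35 nM GST-tagged NR2E3 final | Medium: Tris pH 7.5 | Also added: 7 nM biotin-RetCOR | Dosing: Compound at 4.8 µM, single dose | Timing: 5 h at 4 °C | Detection: Time-resolved FRET | Read-out basis: Percent inhibition | Benchmarks: Biotin wells as high control, 0.6% DMSO wells as low control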
CaV13 FRET inh = Primary screen for inhibitors of IQ motif and Ca2+-dependent inactivation inhibitor domain binding in CACNA1D, Förster resonance energy transfer in living cells, …. HEK cells, CFP/YFP FRET ICDI-IQ, plate reader, 10 min; percent FRET-ratio fall versus neutral wells. inhibition, % at 12.3 µM. hit rate 0.098% among 340,000. AID 743397;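 active = mean replicate inhibition of at least 30% and at least 1% of replicates passing that level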;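 also: 0% = median of the neutral control wells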
NR2E3 ag-2 = NR2E3 agonists in two-hybrid cells, primary screen, cell-based, luminescence, CHO-S, Gal4-NCOR/VP16-NR2E3; luciferase; inhibition of corepressor binding, % at 3.98 µM; hit rate 0.35% among 360,000; AID 602229, 2012;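 active = inhibition above the mean of all tested compounds plus 3 SD, cut at about 70% in these data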;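 also: 0% = DMSO with NR2E3 transfected cells and 100% = cells lacking NR2E3 construct; higher means lower luciferase signal from less NR2E3 corepressor binding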
MITF TRPM1 inh = inhibitors of MITF-dependent TRPM1 promoter reporter, primary screen, cell-based, SK-MEL-5, single point, luciferase; SK-MEL-5 TRPM1 promoter luciferase, 24 h; inhibition, % at 12.5 µM; hit rate 0.83% among 330,000; AID 488899, 2010;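 active = mean inhibition across replicates of 60% or more, whatever share of single replicates reaches that level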; also: values of inactives mirror those of a sister screen read the other way
Shn3 inh set2 = reduction of Shn3 3'UTR firefly luciferase signal, primary screen, Schnurri-3 inhibitor project, cell-based, Clone20 osteoblasts, set 2 | Clone20 osteoblast Shn3 3'UTR firefly luciferase, 24 h | inhibition, % at 12.5 µM | hit rate 0.52% among 360,000 | AID 588674, 2011;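 active = mean inhibition of at least 75% with every replicate also reaching 75%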;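 also: 0% = median of neutral control wells and 100% = pilot-screen positive control compound; some compounds past the cut are filed as inactive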
HIF-2a inh = HIF-2a reporter inhibitors, primary screen, luminescence, 786-0 RCC cells. inhibition, % at 18.8 µM. AID 624352, 2012. 786-0 RCC cells HIF-2a reporter, luciferase luminescence, overnight. hit rate 0.72% among 360,000;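 active = inhibition of the luminescence signal of 40% or more relative to plate controls, in a single-dose primary screen at 18.75 µM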
m5-HT2A agonist = mouse Htr2a agonists via beta-arrestin recruitment, primary screen, cell-based, luminescence; 5-hydroxytryptamine receptor 2A (Mus musculus), P35363; CHO-K1 mHTR2A beta-arrestin complementation; percent of 30 µM serotonin response; activation, % at 7.6 µM; hit rate 0.66% among 360,000; AID 624169, 2012;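 active = activation above a run cutoff, the mean activation of all tested compounds plus 3 SD, cut at about 14% in these data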;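 also: 0% = plate median of compound wells and 100% = 30 µM serotonin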
Cardio protect = cardioprotection against H2O2-induced cell death, primary screen, uHTS, H9c2 cells, ATPLite luminescence. protection from H2O2 cell death, % at 20 µM. hit rate 0.63% among 360,000. H9c2 cardiomyocytes, H2O2 injury protection, 2 h;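 active = compounds giving at least 50% protection of heart cells from peroxide-induced death in the single-dose screen, raw or plate-pattern-corrected value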;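 also: 0% = DMSO wells with peroxide and 100% = DMSO wells without peroxide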
PDI turbidity = inhibitors of human PDI, primary screen, biochemical, turbidity, single point, plate reader; Protein disulfide-isomerase (Homo sapiens), P07237; hit rate 0.052% among 350,000; inhibition, % at 10 µM; PDI insulin aggregation turbidity, A650, 90 min;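 active = mean inhibition across replicates of 30% or more, whatever share of single replicates reach that level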;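 also: absorbance from insulin aggregation driven by PDI reduction with DTT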
Target sequence (P07237 whole entry, looked up): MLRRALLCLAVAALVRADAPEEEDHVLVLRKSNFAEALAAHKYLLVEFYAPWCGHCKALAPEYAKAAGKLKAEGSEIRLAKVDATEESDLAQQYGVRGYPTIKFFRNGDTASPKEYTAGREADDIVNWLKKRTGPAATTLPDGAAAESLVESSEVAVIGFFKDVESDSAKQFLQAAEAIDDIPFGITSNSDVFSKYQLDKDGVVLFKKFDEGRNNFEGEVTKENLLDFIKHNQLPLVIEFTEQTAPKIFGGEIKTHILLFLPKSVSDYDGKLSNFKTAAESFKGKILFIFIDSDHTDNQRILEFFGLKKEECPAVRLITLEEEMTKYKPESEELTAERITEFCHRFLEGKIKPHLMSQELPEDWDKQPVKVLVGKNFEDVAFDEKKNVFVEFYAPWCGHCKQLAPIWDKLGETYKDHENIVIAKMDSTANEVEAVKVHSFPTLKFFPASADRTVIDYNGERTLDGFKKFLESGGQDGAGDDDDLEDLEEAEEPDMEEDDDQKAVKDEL
The depositor's hits bear a star; · = not tested or not shown.

Below each compound: Peg3 prom inh, hiPSC survival, NR2E3 ag-1, CaV13 FRET inh, NR2E3 ag-2, MITF TRPM1 inh, Shn3 inh set2, HIF-2a inh, m5-HT2A agonist, Cardio protect, PDI turbidity
- Cc1ccc(NC(=S)N(CCN2CCCCC2)Cc2ccco2)cc1
  -12, -1.3, -3, -5, 2, -5, 13, 8, -2, 1, 6
- CC(=O)N(CCCN1CCOCC1)Cc1ccncc1
  1, -0.4, -2, -3, -28, 1, -3, 1, 0, -2, 4
- COc1ccc(OCC(=O)NNC(=O)C2CCC2)cc1
  12, 0.1, ·, -6, -13, -3, -9, 9, -7, -5, 8
- O=C1C(C=NCc2cccnc2)=C(O)c2ccccc21
  -205, -2.3, ·, -1, -32, -14, -55, -186, -1, -14, -2
- COCCNC(=O)Nc1ccc2c(c1)N(C)C(=O)c1ccccc1S2
  25, 0.9, -3, -4, -8, 15, -8, 14, -7, -1, 15
- O=S1(=O)CCN2N=C(C3CC3)SC2=N1
  10, 3.1, 0, 4, 7, 9, 2, 20, 4, -4, 8
- Cc1c(NC(=O)CSCc2ccc(Cl)cc2Cl)cccc1C(=O)O
  -20, -0.8, -1, -3, -29, 7, -26, 4, 1, -4, -1
- CC(=O)c1ccc(N2C(=NC(=O)C3CCCCC3)SC3CS(=O)(=O)CC32)cc1 (stereo not drawn)
  15, 0.2, 1, -3, -1, 5, 10, 7, 1, 2, 2
- Cc1cc(=O)oc2c(C)c3occc3cc12
  -15, 1.5, 3, -5, -57, -15, -2, -23, -2, 13, 1
- O=C(O)c1ccc(CSc2nc3ccccc3[nH]2)cc1
  2, -0.2, 1, -19, 15, -9, 1, -1, 6, -8, 7
- Cc1cccc(N=C2Sc3nc4c(C)c(C)ccc4cc3CN2CCN2CCOCC2)c1
  55*, 0.4, -1, -7, -13, -3, -14, -14, -11, -20, 4
- CC(Oc1ccccc1)C(=O)Nc1c2c(nn1-c1ccccc1)CS(=O)C2 (stereo not drawn)
  7, -0.3, 2, -3, -1, 11, -14, 12, 4, 0, 0
- CC(=O)Nc1ccc(C(=O)n2nc(C)cc2C)cc1
  38, 0.3, 3, -8, -14, 10, 5, -13, -7, 4, 22
- Cc1ccccc1/C=N/N=C1/NC(=O)CCS1
  -88, -0.4, 1, -18, -26, -21, -25, -48, -2, 6, -9
- CCOC(=O)C1CCN(C(=O)C(C)Sc2ccc(Cl)cc2)CC1 (stereo not drawn)
  5, 2.9, -5, 0, 4, 5, 14, 13, 2, -2, 2
- CC(C)CNC(=S)NC1CC2CCCC(C1)N2Cc1ccco1 (stereo not drawn)
  21, -1.2, 1, -9, -14, -3, -22, 2, 2, -2, -10
- O=C(COc1ccc(S(=O)(=O)NC2CCCCC2)cc1)N1CCN(c2cccc(Cl)c2)CC1
  24, 6.1, 2, -8, -19, 14, 76, 2, 1, -15, 7
- C[C@@H](CO)NC(=O)[C@H]1O[C@@H](n2cnc3c(N)ncnc32)[C@H](O)[C@@H]1O
  -5, 1.0, ·, ·, 35, ·, -1, -14, -1, 1, ·
- O=C(CSc1nnnn1-c1ccccc1Cl)Nc1ccc2c(c1)OCCO2
  2, 0.0, 0, -2, -12, 18, 16, -30, -3, -17, ·
- Cc1cc(S(=O)(=O)NCC2CCCO2)c(C)cc1Br (stereo not drawn)
  17, -0.4, 0, -11, -19, -2, 9, 17, 5, 0, -3
- CCCOc1ccccc1/C=C1/C(=O)ON=C1C
  23, -0.5, -1, -18, -22, 49, 20, 22, 7, -2, -4
- CCOC(=O)C1CCN(S(=O)(=O)c2ccc(OC)c(C(=O)N3CCCCC3)c2)CC1
  9, -0.3, 0, -4, 4, ·, -4, 9, 4, -2, -2
- CCNC(=O)Cn1cc(C(F)(F)F)cc(Cl)c1=O
  14, 0.7, -3, -2, -24, -7, -27, 6, 1, 9, 4
- CCOC(=O)C1CCN(C(=O)CN(c2ccc(OC)c(OC)c2)S(=O)(=O)c2ccccc2)CC1
  -2, 0.0, 4, -5, -7, 1, -10, 6, 0, 0, 1
- Cc1ccc(C)c(NC(=S)NC(C)C(c2ccccc2)N2CCN(C)CC2)c1 (stereo not drawn)
  14, -0.7, -3, -2, -7, 4, -8, 27, -10, 9, 6
- CCC(C(=O)OCC(=O)Nc1cc(Cl)ccc1Cl)c1ccccc1 (stereo not drawn)
  3, 1.2, -1, -7, 11, 17, -32, 11, 0, -6, -1
- COc1ccc(/C=N/OCC(=O)NC(c2ccccc2)c2ccccc2)c(OC)c1
  15, -1.7, 5, -4, 9, -4, 21, 27, -3, -10, -3
- CC(=O)Nc1ccc(CN2C(=O)C(Cc3ccccc3)ON=C2c2cccc(F)c2)cc1 (stereo not drawn)
  6, -0.8, ·, 4, -19, ·, -19, -21, -6, 9, 4
- O=C(c1cc2c(=O)n3ccccc3nc2s1)N1CCN(c2cccc(Cl)c2)CC1
  15, -0.7, 3, -4, 14, 4, 14, 5, -1, 15, -1
- CCOC(=O)N1CCN(C(c2ccnc3ccccc23)c2nnnn2-c2c(C)cccc2C)CC1 (stereo not drawn)
  ·, 0.1, ·, -7, 13, ·, ·, 2, -2, ·, ·

Carrying on.
| Structure | Peg3 prom inh | hiPSC survival | NR2E3 ag-1 | CaV13 FRET inh | NR2E3 ag-2 | MITF TRPM1 inh | Shn3 inh set2 | HIF-2a inh | m5-HT2A agonist | Cardio protect | PDI turbidity |
| --- | --- | --- | --- | --- | --- | --- | --- | --- | --- | --- | --- |
| O=C(NCc1ccc2c(c1)OCO2)C1CCC(CNc2c(N3CCCCC3)c(=O)c2=O)CC1 (stereo not drawn) | 19 | -0.3 | 1 | -7 | -1 | 3 | -13 | 8 | 1 | -14 | -2 |
| COc1ccccc1NS(=O)(=O)c1ccc2ccccc2c1 | 28 | -0.6 | 1 | -21 | 0 | 2 | 13 | 13 | 2 | -10 | -6 |
| O=C(c1ccccc1F)N(Cc1ccc(F)cc1)C1CCS(=O)(=O)C1 (stereo not drawn) | 17 | -2.9 | -2 | · | -23 | -3 | -12 | 8 | 0 | 10 | 3 |
| O=C(NCCc1ccc([N+](=O)[O-])cc1)c1ccccc1 | -59 | 6.4 | -2 | -5 | -8 | -20 | 4 | -55 | -6 | 1 | -8 |
| O=C(NCc1cccs1)C1CCN(S(=O)(=O)c2ccccc2F)CC1 | -12 | -0.3 | 3 | -13 | 32 | -14 | -3 | 0 | -4 | 5 | -10 |
| O=C(COC(=O)c1cccc([N+](=O)[O-])c1)NCc1cccs1 | -3 | 0.2 | 0 | -3 | -11 | 2 | 4 | 7 | 2 | -8 | 5 |
| O=C(Nc1ccccc1)c1nc[nH]c1C(=O)NCc1ccccc1 | 15 | 0.1 | 1 | -10 | 15 | · | -14 | -2 | -5 | 11 | -6 |
| Cc1cc(C)c(S(=O)(=O)Nc2cccnc2)c(C)c1 | -2 | -0.5 | 5 | -5 | -9 | -14 | -11 | 6 | 2 | -7 | 1 |
| CCOc1ccccc1N1CC(C(=O)N(CC)CC(=O)Nc2ccc3c(c2)OCCO3)CC1=O (stereo not drawn) | -3 | -0.5 | 0 | -4 | 9 | -4 | -21 | -11 | -2 | -4 | -5 |
| COc1ccc(C(=O)NN)cc1COc1ccc(Br)cc1 | 13 | -0.7 | 0 | -3 | -9 | 14 | 7 | 8 | -5 | 15 | 3 |
| C#Cc1ccc([C@@H]2C=C(C(=O)NCc3ccccc3)O[C@H](OCC)[C@H]2CCCO)cc1 | 0 | -1.6 | 3 | -5 | -30 | -14 | 5 | 8 | -3 | 5 | -1 |
| COc1ccccc1N1CCN(C(=O)c2cc(-c3ccc(F)cc3)[nH]c2C)CC1 | 41 | -0.4 | · | -20 | -1 | -4 | 20 | 10 | -10 | 0 | 20 |
| Cc1cccc(N2CC(c3nc4ccccc4[nH]3)CC2=O)c1 (stereo not drawn) | 2 | -0.2 | 7 | -2 | -20 | 12 | 18 | 17 | 5 | 1 | -2 |
| COc1ccccc1CNC(=O)CSc1n[nH]c(N)n1 | -2 | 0.2 | 0 | -20 | -18 | 8 | 5 | 2 | 1 | 0 | -5 |
| COc1cccc(-c2cc(C(=O)NCC3CCCO3)c3cc(Br)cc(C)c3n2)c1 (stereo not drawn) | -8 | -0.4 | 5 | -10 | -26 | -41 | 2 | -4 | 6 | 0 | 0 |
| O=c1c2c([nH]c3ccc(Br)cc13)CCCC2 | 0 | 1.7 | -1 | · | -10 | 4 | -11 | -13 | 2 | -4 | 10 |
| Cc1ccc(C2(C)NC(=O)N(CC(=O)NNC(=O)c3ccoc3C)C2=O)cc1 (stereo not drawn) | 11 | 0.2 | -7 | -7 | -4 | 8 | 0 | 22 | -1 | 1 | -2 |
| Cc1[nH]n(-c2ccccc2)c(=O)c1C(=O)c1cccc(F)c1 | 2 | 2.0 | 4 | -5 | 29 | 4 | 19 | -1 | 9 | 3 | 0 |
| O/N=C/Cc1[nH]c2ccccc2c1-c1ccccc1 | 11 | -0.4 | -3 | -5 | -11 | 0 | -4 | -13 | -3 | -4 | -2 |
| CNc1ccc(N=Nc2cccc3ncccc23)cc1 | -266 | -2.6 | · | -15 | -47 | 6 | 8 | 11 | -6 | -16 | -8 |

3 compounds from above, sorted by the number in HIF-2a inh, highest first.
molecule | HIF-2a inh
Cc1ccc(C2(C)NC(=O)N(CC(=O)NNC(=O)c3ccoc3C)C2=O)cc1 (stereo not drawn) | 22
COc1ccc(OCC(=O)NNC(=O)C2CCC2)cc1 | 9
CCOC(=O)C1CCN(C(=O)CN(c2ccc(OC)c(OC)c2)S(=O)(=O)c2ccccc2)CC1 | 6

Copied from the list.
MITF TRPM1 inh result of CC(=O)c1ccc(N2C(=NC(=O)C3CCCCC3)SC3CS(=O)(=O)CC32)cc1 (stereo not drawn) = 5
Cardio protect result of Cc1c(NC(=O)CSCc2ccc(Cl)cc2Cl)cccc1C(=O)O = -4
